Source: PubChem (several laboratories)
INS promoter inh – TRM-6 insulin promoter activity inhibition | TRM-6 cells (human fetal islet line), insulin promoter-eGFP reporter, imaging; reporter expression induced with tamoxifen | 0.9% of 130,000 active | AID 1273 | inhibition, % at 2 µM;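 active = inhibition above the mean plus 3 SD, with well images judged a real hit on visual review, cut at about 60% in these data, passing the limit was not always enough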
sdo1 growth – sdo1-depleted yeast growth rescue; S. cerevisiae sdo1-depleted JHY4D growth rescue, OD600 30 h; stronger effect = higher value; pdr5 snq2 efflux-pump mutant strain; z-score at 10 µM; 0.21% of 140,000 active; AID 817;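 active = z-score above 3 at both the 24 hr and the 30 hr optical density reads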;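 also: z-score against mean and SD of all compound wells on the same plate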
sdo1 growth Rescue 24 h – also measured in sdo1 growth; calls as there; z-score; S. cerevisiae sdo1-depleted JHY4D growth rescue, OD600; measured here: growth rescue at 24 h;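 0 is the plate mean of compound wells and units are plate SD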
Active calls of the source: *; / = not tested or not shown. These rows are one share of the data (hit frequency here may not be typical).

Values in the order: INS promoter inh, sdo1 growth, sdo1 growth Rescue 24 h
- O=C(C1CCC(CNc2nc(=S)[nH]c3ccccc23)CC1)N1CCN(c2ccccn2)CC1 (stereo not drawn)
    0, 0.03, 0.59
- Cc1ccc(NC(=O)/C(C#N)=C/c2ccc(Sc3nc(C)cc(C)n3)o2)cc1
    21, -0.53, 0.24
- C=CCSc1nnc(-c2ccncc2)n1-c1ccc(OCC)cc1
    -444, -0.61, -0.56
- CCn1c(SCC(=O)N/N=C/c2c[nH]c3ccccc23)nnc1-c1ccc(C)cc1
    -55, /, /
- CCOC(=O)c1nc2nc(-c3cccs3)cc(C(F)(F)F)n2n1
    -11, -0.04, -0.47
- CCc1nc(NCC(C)C)c(C#N)c2c1COC(C)(C)C2
    45, 1.6, 2.1
- Cc1cc(C)n2nc(-c3cnn(C)c3C(F)(F)F)c(Cl)c2n1
    -123, 0.32, -0.35
- CC(C)(C)NC(=O)Cn1c(=O)oc2cc(S(=O)(=O)N3CCc4ccccc43)ccc21
    /, -0.03, -0.5
- N#Cc1ccccc1NC(=O)COC(=O)CSc1nc2ccccc2o1
    -50, -0.32, -1.3
- Cn1c(SCc2ccc(Br)cc2)nc2c(c1=O)SCC2
    -283, /, /
- COP(=O)(OC)c1nc(-c2ccccc2)oc1NCc1ccccc1
    27, 0.31, -0.14
- CN1CCN(c2nc3ccccc3nc2C(C#N)C(=O)OC2CCCCC2)CC1 (stereo not drawn)
    /, -0.62, -0.65
- COc1ccc(/C=N/Nc2cc(C)nc(NS(=O)(=O)c3ccc(C)cc3)n2)cc1
    /, 0.88, 0.8
- O=C(NCC1CCCO1)c1ccc(COc2ccccc2Br)cc1 (stereo not drawn)
    17, -0.57, 0.65
- CCOC(=O)CSC1=N/C(=C\c2cccnc2)C(=O)N1c1ccc(OC)cc1
    4, 0.14, 1.4
- CC(Sc1cnccn1)C(=O)O (stereo not drawn)
    56, /, /
- COc1ccc(S(=O)(=O)Cc2ccc(C(=O)NCCc3ccc(S(N)(=O)=O)cc3)o2)cc1
    /, 1.3, 0.79
- Cc1ccccc1CSCCNC(=O)c1ccc(N(C)S(=O)(=O)c2ccccc2)cc1
    -11, -0.86, -1.2
- Cc1cccc(N2CCN(C(=O)C3CCN(S(=O)(=O)N4CCOCC4)CC3)CC2)c1C
    -7, /, /
- Cn1cc(C(=O)N/N=C/C(Br)=C/c2ccccc2)ccc1=O
    16, -0.21, -0.91

The listing continues.
Values in the order: INS promoter inh, sdo1 growth, sdo1 growth Rescue 24 h
- Cc1ccccc1NC1=NC(=S)N(c2ccccc2)C12CCOC(C)(C)C2 (stereo not drawn)
    44, -0.46, -0.41
- Cc1cccc(NC(=S)N(Cc2cccs2)Cc2cc3cc(C)cc(C)c3[nH]c2=O)c1
    -71, -0.99, 0.53
- Cc1ccnc(NC(=S)NC(=O)/C=C/c2ccccc2)c1
    7, 0.26, 0.28
- CCOC(=O)c1c(NC(NC(C)=O)C(Cl)(Cl)Cl)sc(C(C)=O)c1C (stereo not drawn)
    -35, 0.46, 0.15
- Cc1ccc(-c2cc(C(=O)OCn3nnc4ccccc4c3=O)c3ccccc3n2)cc1
    53, -0.86, 0.09
- COc1cc(C(c2c(C)[nH][nH]c2=O)c2c(C)[nH][nH]c2=O)ccc1OS(=O)(=O)c1ccccc1
    /, -0.19, -0.78
- COCCN(CCOC)S(=O)(=O)c1ccc(C(=O)Nc2nnc(C3CC3)o2)cc1
    70, 1.4, 2.1
- COCCCNC(=O)CN1CCN(Cc2ccccc2Cl)C1=O
    /, -0.15, 0.04
- N#Cc1ccccc1NC(=O)CNc1ccc(Cl)c(C(F)(F)F)c1
    /, -0.85, -1.2
- Cc1c(Nc2scc(-c3ccccc3)[n+]2-c2ccccc2)c(=O)n(-c2ccccc2)n1C
    -21, /, /
- CC(CCc1ccccc1)NC(=O)C1CCCN(c2nnc(-n3cccc3)s2)C1 (stereo not drawn)
    /, -0.22, -0.24
- COc1ccc(N2CCN(CC(=O)Nc3sccc3C#N)CC2)cc1
    -3, -1.6, -0.74
- Cc1c(/C=N/NC(=O)CNc2ccccc2)c2ccccn2c1C(=O)c1ccncc1
    /, -0.61, -1.4
- c1cc(-c2nnc(-c3ccncc3)o2)ccn1
    -8, 0.69, 0.49
- CC(CCc1ccccc1)NC(=O)COC(=O)c1ccc(S(C)(=O)=O)c([N+](=O)[O-])c1 (stereo not drawn)
    14, /, /
- Cc1cc(Cl)ccc1NC(=S)NCCCO
    24, 0.2, -0.38
- CCN(CC(=O)Nc1sc2c(c1C#N)CCC(C)C2)Cc1nc2ccccc2c(=O)[nH]1 (stereo not drawn)
    56, /, /
- COc1ccc(C(=O)Nc2ccc(Cl)cc2C(=O)N2CCCC(C)C2)cc1OC (stereo not drawn)
    -57, 0, -0.27
- COc1ccc(C(=O)N(CC(=O)NC(C)(C)C)c2ccc3c(c2)OCCO3)cc1OC
    -40, 0.56, 0.5
- COc1ccc(C2(CNC(=O)CCC(=O)O)CCCC2)cc1
    -260, 0.89, 0.7

(listing goes on)
Values in the order: INS promoter inh, sdo1 growth, sdo1 growth Rescue 24 h
- O=C(N=Nc1c(O)[nH]c2ccccc12)c1cccs1
    36, /, /
- O=C1CCCN1c1ccc(Br)cc1
    7, 0.09, -0.86
- O=C(/C=C/NCc1cccnc1)C(F)(F)C(F)(F)F
    55, /, /
- Cc1ccc(S(=O)(=O)NCC(=O)N(CC(=O)NC2CCCCC2)CC2CCCO2)cc1 (stereo not drawn)
    -57, 0.77, 0.94
- Cc1ccccc1-c1nc(CS(=O)(=O)CC(=O)N2CCc3ccccc32)c(C)o1
    /, 0.29, 0.96
- COc1ccccc1NC(=O)CN1CCN(c2ccccc2F)CC1
    -7, -0.32, -0.21
- CN(C)c1ccc(C(=S)N2CCN(C(=S)Nc3ccccc3)CC2)cc1
    -10, /, /
- CCCC(=O)Nc1nc2c(OC)ccc(OC)c2s1
    /, -0.11, -0.42
- CCOC(=O)N1CCC(Nc2cccc(SC)c2)CC1
    10, 0.13, 0.17
- CCN(CC(=O)Nc1ccc2c(c1)OCCO2)C(=O)C1CCCCC1
    /, 1.1, 1.5
- O=C(c1cnn2c1NC(c1ccco1)CC2C(F)(F)F)N1CCN(c2cccc(Cl)c2)CC1 (stereo not drawn)
    46, -1.1, -0.76
- COc1cccc(NC2C=CS(=O)(=O)C2)c1 (stereo not drawn)
    -6, 0.95, 0.75
- COc1ccc(CNC(=O)Cn2cc(C(F)(F)F)ccc2=O)cc1
    29, 0.38, -0.61
- Cc1ccc(C)c(NC(=O)CSc2ncnc3nc[nH]c23)c1
    5, 3, 1.3
- CCN(CC)S(=O)(=O)c1ccc(OC)c(N)c1
    18, /, /
- COc1ccccc1N(C(=O)c1cncc(Br)c1)c1nc(-c2ccc(C)cc2)cs1
    /, -1.2, -1.8
- COc1ccccc1Nc1nnc(SCC2CCCCO2)s1 (stereo not drawn)
    56, /, /
- CCN(C(=O)c1ccccc1)c1ccc([N+](=O)[O-])cc1
    /, 0.17, -0.3
- COc1ccc(/C(O)=C2/C(=O)C(=O)N(CCCN(C)C)C2c2cccc(Cl)c2)cc1OC (stereo not drawn)
    /, -0.1, -1.6
- O=C(CN1CCCN(S(=O)(=O)c2ccc(Br)s2)CC1)Nc1ccc(Cl)cc1
    -35, -1.3, -0.39

Structures from the list above that have a nitro group on carbon:
Values in the order: INS promoter inh, sdo1 growth, sdo1 growth Rescue 24 h
- CC(CCc1ccccc1)NC(=O)COC(=O)c1ccc(S(C)(=O)=O)c([N+](=O)[O-])c1 (stereo not drawn)
    14, /, /
- CCN(C(=O)c1ccccc1)c1ccc([N+](=O)[O-])cc1
    /, 0.17, -0.3

Other entries.
SMILES	INS promoter inh	sdo1 growth	sdo1 growth Rescue 24 h
O=S(=O)(c1ccc2nc(-c3ccccc3)[nH]c2c1)N1CCN(c2cccc(Cl)c2)CC1	-50	-0.22	2.3
COc1cc(OC)c2c(c1)C(=O)c1cc(OC)cc(OC)c1C2=O	/	2	2.9
O=C(CSc1nnc(-c2ccc(Cl)cc2)n1Cc1ccco1)c1cccs1	/	-1.9	-1.5
CCOc1cc(/C=N/NC(=O)Cn2nc([N+](=O)[O-])cc2C)cc(Br)c1OCc1ccccc1F	22	0.9	3
O=C(COc1ccc(Cl)cc1)N(Cc1ccccc1)c1nc(-c2ccccc2)cs1	2	1.5	1.6
CCOc1cc(/C=C2/C(=O)N(c3ccccc3)N=C2C)ccc1OC(=O)c1ccco1	30	1	1.4
CC(=O)c1ccc(N2CCN(C(=O)COc3ccc(F)cc3)CC2)c(F)c1	-12	0.32	0.59
COc1ccc(-c2nsc3c(N4CCN(S(=O)(=O)c5ccccc5F)CC4)ncnc23)cc1	-23	-1.3	0.89
c1ccc(CN2CCN(c3nc(-c4ccccn4)nc4ccccc34)CC2)cc1	/	-1.5	-0.53
CN(C)C/C(Cl)=C(\Cl)c1ccccc1	-136	-1.5	-1.2

(further entries)
SMILES	INS promoter inh	sdo1 growth	sdo1 growth Rescue 24 h
FC(F)(F)c1nc(Oc2ccccc2)c2ccccc2n1	-28	-1.1	-1.5
CCn1c(SCC(=O)Nc2ccc3c(c2)OCO3)nnc1-c1ccccc1O	-31	-1.6	-1.4
O=C(c1ccccc1F)N1CCN(S(=O)(=O)c2ccc3c(c2)OCCO3)CC1	/	0.31	1.2
O=C1CSC(c2ccccc2)N1c1nnc(C23CC4CC(CC(C4)C2)C3)s1 (stereo not drawn)	29	0.63	0.87
O=S(=O)(NC1CC1)c1ccc(S(=O)(=O)N2CCCC(c3nc(-c4cccnc4)no3)C2)cc1 (stereo not drawn)	-42	-0.86	-0.67
CC(C)N1CCC2(CC1)C(C#N)=C(N)NC(S)=C2C#N	/	1.9	1.5
Cc1nnc2sc(SCc3ccc(Cl)cc3)nn2c1=O	/	0.43	-0.38
O=C(O)c1cc(Cl)c2ccccc2c1O	-24	0.53	0.54
O=C(OCc1nc2ccccc2s1)C1CCN(C2=NS(=O)(=O)c3ccccc32)CC1	-48	0.08	-0.8
COc1ccc(CNc2ccc(S(N)(=O)=O)cc2)c(OC)c1OC	/	0.66	0.29

The listing continues.
SMILES	INS promoter inh	sdo1 growth	sdo1 growth Rescue 24 h
Cc1ccccc1C(=O)N/N=C/c1ccccn1	0	0.08	-0.53
COc1ccccc1N1CCN(C(=O)c2ccc3c(Cl)c4c(nc3c2)CCCC4)CC1	10	-1.3	-1.2
COc1ccc(N(CC(=O)NN=C2CCCC2)S(=O)(=O)c2ccccc2)cc1	/	1.6	1.2
Cc1[nH]c2ccccc2c1/C=C/c1nc2ccccc2c(=O)n1-c1ccc([N+](=O)[O-])cc1	-24	-0.56	0.78
CCn1cc(C(=O)NCCCN2CCCC2)c(=O)c2cc(S(=O)(=O)N3CCc4ccccc4C3)ccc21	29	/	/
COc1ccc(NS(=O)(=O)c2cccs2)cn1	7	/	/
C/C(=C1/C(=O)N(c2ccc([N+](=O)[O-])cc2)N=C1c1ccccc1)N(C)C	/	0.46	0.6
CSc1nnc(C)c(=O)n1COC(=O)c1ccc(S(=O)(=O)N2CCOCC2)cc1	/	0.85	0.97
O=c1c2c3c(sc2nc2n1CCC2)CCC3	-75	0.57	0.29
CCOC(=O)C1CCN(c2c(NCCN3CCCCC3C)c(=O)c2=O)CC1 (stereo not drawn)	/	0.36	-0.14

Further structures:
SMILES	INS promoter inh	sdo1 growth	sdo1 growth Rescue 24 h
CC(=O)Nc1ccc(NC(=O)CCCN2C(=O)c3ccccc3C2=O)cc1	-18	/	/
CC(=O)c1nnn(-c2cccc([N+](=O)[O-])c2)c1C	47	/	/
N=c1oc2ccccc2cc1-c1nc2ccccc2c(=O)[nH]1	/	0.42	0.56
CCC(C)OC(=O)C1=C(C)O[C@]23OC(N)=C(C#N)[C@]12C(=O)c1ccccc13 (stereo partly drawn)	46	0.51	-0.35
CCOC(=O)N1N=C(CC)CC1(O)C(F)(F)F (stereo not drawn)	38	1.9	1.3
CSCCC(NC(=O)c1ccco1)C(=O)O (stereo not drawn)	52	-0.35	-1.5
Cn1c(C(=O)Nc2ccc3c(c2)OCCO3)cc2c(=O)n(C)c3ccccc3c21	/	0.32	-0.2
CCOC(=O)c1c(NC(=O)Cn2nnc(-c3ccc(Cl)cc3)n2)sc(C)c1C	6	-0.45	0.43
CCCCNC(=O)N1CCN(C(=O)C2CCCO2)CC1 (stereo not drawn)	10	/	/
COc1ccc(CC(=O)Nc2nc(C)cs2)cc1OC	/	2.4	3.7

New compounds follow:
SMILES	INS promoter inh	sdo1 growth	sdo1 growth Rescue 24 h
Cc1nc(SC2CC(=O)N(c3cc(Cl)cc(Cl)c3)C2=O)nc2c1CCCC2 (stereo not drawn)	7	-1.8	-1.4
CCCCc1nccn1CCn1ccnc1CCCC	-54	1	1
CCc1ccc(C(O)(c2ccccc2OC)C(CN2CCOCC2)c2ccccc2)cc1 (stereo not drawn)	-28	/	/
CCOc1ccc(/C=N/NC(=O)C(=O)NCc2ccco2)cc1	/	0.19	-0.52
N#C/C(=C\c1cn(CCOc2ccccc2)c2ccccc12)C(=O)NCc1ccco1	8	-1.6	-0.04
COC(=O)C(O)(CC(=O)Nc1cc(OC)c(OC)c(OC)c1)C(F)(F)F (stereo not drawn)	37	-0.58	-0.82
Cc1cc(C)c(-n2nnnc2SC(C)C)c(C)c1	17	-0.53	-0.69

Rewritten as labelled records: 4 of the compounds above.
Molecule: CCCCc1nccn1CCn1ccnc1CCCC
  INS promoter inh = -54
  sdo1 growth = 1
  sdo1 growth Rescue 24 h = 1
Molecule: CCc1ccc(C(O)(c2ccccc2OC)C(CN2CCOCC2)c2ccccc2)cc1 (stereo not drawn)
  INS promoter inh = -28
  sdo1 growth = /
  sdo1 growth Rescue 24 h = /
Molecule: CCOc1ccc(/C=N/NC(=O)C(=O)NCc2ccco2)cc1
  INS promoter inh = /
  sdo1 growth = 0.19
  sdo1 growth Rescue 24 h = -0.52
Molecule: N#C/C(=C\c1cn(CCOc2ccccc2)c2ccccc12)C(=O)NCc1ccco1
  INS promoter inh = 8
  sdo1 growth = -1.6
  sdo1 growth Rescue 24 h = -0.04
